High-throughput results from PubChem BioAssay.
HT1080NT lethal: kills 2HG-producing HT-1080-NT fibrosarcoma cells. HT-1080-NT fibrosarcoma viability, CellTiter-Glo ATP luminescence, 48 h. Potency, µM (doses to about 46.1 µM), inactives show at the top dose activity, negative = less viability, actives largely listed as cytotoxic. 360,000 compounds, 1.6% hits;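 further: NT is the 2HG producing partner of a matched IDH1 knockdown line; potency means the concentration at half of the fitted maximal effect; 0% = DMSO-treated cells and -100% = media-only wells without cells; nearly all actives have a fitted effect of over 55% in size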
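Toxicity toward the 2HG-producing NT line was scored as %Activity, normalised to DMSO and no-cell wells, from CellTiter-Glo luminescence after 48 hours' treatment.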
KB-V1 MDR tox: kills drug-selected multidrug resistant KB-V1 cells. KB-V1 MDR cells viability, CellTiter-Glo, 72 h. Potency, µM (highest dose often 46.1 µM), for the others: top-dose activity change, negative = cytotoxicity, most hits filed as cytotoxic. 400,000 compounds, 3.4% hits. AID 1347076; further: potency means the concentration at half of the fitted maximal effect; on the % scale 0 is the no-effect control and ±100 the full control effect; nearly all actives have a fitted effect of over 60% in size
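Following 72 h at 37 degrees C with compound, KB-V1 cell viability was read by CellTiter-Glo luminescence, medium being phenol-red-free DMEM plus 10% FBS; concentration-response parameters came from normalized, curve-fitted qHTS data.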
GLP-1R agonist: agonists of human GLP-1 receptor. 380,000 compounds, 0.007% hits. HEK293 GLP-1R CRE-luciferase, luminescence, 4-6 h; cells express a hypersensitive GLP-1R form. AID 624172. Potency, µM (top dose mostly 45.6 µM), for inactives: at the highest dose activation, usual class: activators; further: potency means the concentration at half of the fitted maximal effect; % of control where 0% means no effect
Target sequence (P43220 whole entry, looked up): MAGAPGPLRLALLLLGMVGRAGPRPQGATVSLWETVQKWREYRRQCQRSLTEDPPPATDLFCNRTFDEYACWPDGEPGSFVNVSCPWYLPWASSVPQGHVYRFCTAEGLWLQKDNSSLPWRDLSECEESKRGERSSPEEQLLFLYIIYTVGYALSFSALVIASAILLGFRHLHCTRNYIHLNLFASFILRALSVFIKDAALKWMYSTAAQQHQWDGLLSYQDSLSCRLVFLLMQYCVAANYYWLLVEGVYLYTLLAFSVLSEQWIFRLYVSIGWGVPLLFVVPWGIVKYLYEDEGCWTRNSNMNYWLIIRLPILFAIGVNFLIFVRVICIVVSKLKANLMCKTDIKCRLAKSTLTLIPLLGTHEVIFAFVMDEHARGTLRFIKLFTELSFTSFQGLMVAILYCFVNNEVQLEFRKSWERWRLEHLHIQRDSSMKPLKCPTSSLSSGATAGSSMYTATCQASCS
D3 ag: activates the human D3 dopamine receptor. P35462. D3R DiscoveRx beta-arrestin cells, luminescence, 90 min. max activation, %. 410,000 compounds, 0.58% hits. AID 652048; in the data active means max activation above about 30%; further: 0% is about no effect; mostly tested at two doses, the higher about 12 µM
Target sequence (P35462 whole entry, looked up): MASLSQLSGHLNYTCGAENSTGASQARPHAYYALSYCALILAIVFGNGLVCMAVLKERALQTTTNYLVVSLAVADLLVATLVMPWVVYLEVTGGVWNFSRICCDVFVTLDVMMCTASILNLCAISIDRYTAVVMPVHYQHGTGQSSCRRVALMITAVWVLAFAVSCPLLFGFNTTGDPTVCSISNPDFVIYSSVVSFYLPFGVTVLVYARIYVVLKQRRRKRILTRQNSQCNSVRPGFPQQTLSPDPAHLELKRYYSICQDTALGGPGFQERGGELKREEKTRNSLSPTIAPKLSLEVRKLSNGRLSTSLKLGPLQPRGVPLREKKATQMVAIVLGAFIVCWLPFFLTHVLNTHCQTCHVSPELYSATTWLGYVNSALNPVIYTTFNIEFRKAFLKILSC
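Agonist mode: compounds and dopamine controls were applied to plated cells for 90 min at 37 degrees C after an overnight attachment at 1500 cells/well. Luminescent read-out followed 30 - 60 minutes at room temperature with DiscoveRx detection reagent.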
SW480 rerep: DNA re-replication induction in SW480 cells; Potency, µM (highest dose often 46.1 µM), without a hit: at the highest dose re-replication activation, actives largely listed as activators; SW480 DNA re-replication, Hoechst DNA content imaging, 48 h; AID 624297; 340,000 compounds, 1.8% hits; further: potency means the concentration at half of the fitted maximal effect; % of control where 0% means no effect; nearly all actives have a fitted effect of over 55% in size
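Quantitative HTS format with DMSO vehicle controls; 48 hr drug incubation at 37 C, then 40 min Hoechst staining and scanning imager measurement at 405 nm excitation.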
HT1080 IDH1KD tx: kills HT-1080 cells with IDH1 knockdown | Potency, µM (top dose mostly 46.1 µM), for the others: top-dose activity, negative = toxicity, most hits filed as cytotoxic | 360,000 compounds, 2% hits | AID 686971 | HT-1080 IDH1 knockdown viability, ATP luminescence, 48 h;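 further: potency means the concentration at half of the fitted maximal effect; 0% = DMSO wells and -100% = cell-free medium wells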
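Viability of IDH1-knockdown HT-1080 fibrosarcoma cells was assessed by CellTiter-Glo after 48 h at 37 °C with titrated compound; concentration-effect curves were classified by fit quality and response size.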
IL1B secr inh: inhibitors of inflammasome signaling (IL-1 beta secretion); THP-1 LPS/ATP IL-1B secretion, AlphaLISA, 16 h; hits give low values; activity change, % at 57.5 µM; 360,000 compounds, 4.7% hits; in the data active means activity change below about -50%; inconclusive means mostly about -30% to -49%; further: on the % scale 0 is the no-effect control and ±100 the full control effect
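THP-1 cells pretreated 1 hr with compounds (up to 57.5 uM final), then stimulated with LPS (250 ng/mL final) plus ATP (1.25 mM final); secreted IL-1B measured by AlphaLISA after 16 hr, decreased signal indicating inhibition.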
KB-3-1 tox: kills parental KB-3-1 adenocarcinoma cells | 400,000 compounds, 1.4% hits | KB-3-1 viability, CellTiter-Glo ATP luminescence, 72 h | Potency, µM (series often up to 46.1 µM), for inactives: at the top dose activity change, negative = cytotoxic, usual class: cytotoxic; further: potency means the concentration at half of the fitted maximal effect; on the % scale 0 is the no-effect control and ±100 the full control effect; nearly all actives have a fitted effect of over 60% in size
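Viability of parental KB-3-1 cells, measured by CellTiter-Glo luminescence, followed a 72 h incubation at 37 °C with pinned compounds in phenol-red-free DMEM containing 10% FBS.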
D3 antag: D3 dopamine receptor (human) antagonism. D3R cells, DiscoveRx beta-arrestin luminescence, antagonist mode; hits give low values. 360,000 compounds, 2.5% hits. P35462. max response, negative = inhibition, %; in the data active means max response below about -50%; inconclusive means no clear call, values can overlap the other calls; further: on the % scale 0 is the no-effect control and ±100 the full control effect; mostly tested at two doses, the higher about 12 µM
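Cells expressing the human receptor were seeded at 1500 cells/well, incubated overnight at 37 degrees C in 5% CO2, then exposed to library compounds with dopamine controls for 90 minutes at 37 degrees C before luminescent detection.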
Starred values were filed as active, the others as inactive; ? = inconclusive; . = not tested or not shown; & = joins results of further samples; [ ] = dose if it differs, or a comment. Unless noted, the call rests on the fitted dose curve; in most records, active means well fitted curve in the direction sought with a large enough effect; inconclusive means small, poorly fitted or top-dose-only effect, or another doubt; inactive means no such curve, though single readings can be large; an effect the other way counts as inactive or inconclusive.

SMILES	HT1080NT lethal	KB-V1 MDR tox	GLP-1R agonist	D3 ag	SW480 rerep	HT1080 IDH1KD tx	IL1B secr inh	KB-3-1 tox	D3 antag
Cc1ccc2nc(/C(C#N)=C/c3ccc(-c4ccccc4C(=O)O)o3)[nH]c2c1	-1%	-8%	-8%	2	-5%	24%	-8	6%	-1
Cc1cccc(C(=O)NCC(=O)OCC(=O)N(C)CC(=O)Nc2ccc(F)cc2)c1	1%	8%	-2%	1	-5%	-2%	9	9%	20
Cc1cc(C)n2nc(C(=O)NCc3cccc(C(F)(F)F)c3)nc2n1	-17%	-1%	1%	3	1%	-13%	24	0%	17
COc1cc(S(=O)(=O)NC2CCCCC2C)ccc1F (configuration not stated)	2%	14%	16%	-1	-5%	-20%	21	18%	1
O=C(N/N=C/c1cccnc1)c1ccccc1OCc1cccc(Br)c1	10%	-1%	8%	2	-5%	3%	-26	-2%	10
COc1ccccc1N(CC(=O)Nc1c(C)cccc1C)S(C)(=O)=O	4%	1%	-4%	2	-2%	14%	14	4%	7
Cc1csc2ncc(C(=O)Nc3cccc(C(F)(F)F)c3)c(=O)n12	2%	-7%	-2%	1	-4%	4%	15	7%	7
COc1ccc(S(=O)(=O)N2CCCC2C(=O)Nc2ccc(C(C)=O)cc2)cc1 (configuration not stated)	6%	17%	-3%	0	0%	12%	3	7%	0
Cc1ccccc1NC(=O)NCCc1nc2ccccc2[nH]1	10%	20%	12%	-9	-2%	15%	3	-1%	?
CCCCn1c(SCC(=O)NCc2ccco2)nnc1-c1ccco1	15%	?	-2%	-7	-4%	6%	1	0%	-12
CC1CN(C(=O)c2ccc(N3CCCCC3)c([N+](=O)[O-])c2)CC(C)O1 (configuration not stated)	-8%	-10%	-6%	-7	0%	-6%	11	19%	21
Cc1ccc(-c2nnn(CC(=O)N(CCN3CCOCC3)C(C(=O)NC(C)(C)C)c3ccc(C)o3)n2)cc1 (configuration not stated)	-19%	-5%	9%	6	-2%	-11%	-16	8%	5
COC(=O)COn1c(SC(C)C)nc2ccccc2c1=O	-5%	0%	-1%	1	1%	-2%	1	-3%	10
CCOc1ncccc1C(=O)OCc1nnc(-c2ccccc2)o1	15%	13%	26%	-1	-6%	20%	12	12%	-7
COc1cc2[nH]c(=O)n(CCC(=O)N3CCN(Cc4ccc5c(c4)OCO5)CC3)c(=O)c2cc1OC	10%	-2%	-1%	-15	10%	15%	?	-8%	4
C=CCOc1cccc(/C=N/NC(=O)CN(c2cc(Cl)ccc2OC)S(=O)(=O)c2ccc(C)c([N+](=O)[O-])c2)c1	-1%	2%	5%	3	1%	-13%	-7	-4%	-5
Cc1cc(C)cc(NC(=O)COc2coc(CN3CCc4ccccc43)cc2=O)c1	?	?	-15%	4	?	?	8	-4%	4
COc1ccc(NC(=O)CSc2nc(N3CCCCC3)nc(N3CCCCC3)n2)cc1	18%	9%	-8%	8	6%	9%	18	1%	15
O=C(Nc1ccc(F)c(Cl)c1)c1nsc(Cl)c1Cl	6%	-9%	0%	2	-8%	-5%	63	-18%	32
CC(C)C(CCNCc1ccccn1)c1ccc(Cl)cc1 (configuration not stated)	-19%	-17%	14%	-14	?	?	.	-3%	-20

Already shown: 6 of the compounds above.
SMILES	HT1080NT lethal	KB-V1 MDR tox	GLP-1R agonist	D3 ag	SW480 rerep	HT1080 IDH1KD tx	IL1B secr inh	KB-3-1 tox	D3 antag
COc1cc2[nH]c(=O)n(CCC(=O)N3CCN(Cc4ccc5c(c4)OCO5)CC3)c(=O)c2cc1OC	10%	-2%	-1%	-15	10%	15%	?	-8%	4
C=CCOc1cccc(/C=N/NC(=O)CN(c2cc(Cl)ccc2OC)S(=O)(=O)c2ccc(C)c([N+](=O)[O-])c2)c1	-1%	2%	5%	3	1%	-13%	-7	-4%	-5
Cc1cc(C)cc(NC(=O)COc2coc(CN3CCc4ccccc43)cc2=O)c1	?	?	-15%	4	?	?	8	-4%	4
COc1ccc(NC(=O)CSc2nc(N3CCCCC3)nc(N3CCCCC3)n2)cc1	18%	9%	-8%	8	6%	9%	18	1%	15
O=C(Nc1ccc(F)c(Cl)c1)c1nsc(Cl)c1Cl	6%	-9%	0%	2	-8%	-5%	63	-18%	32
CC(C)C(CCNCc1ccccn1)c1ccc(Cl)cc1 (configuration not stated)	-19%	-17%	14%	-14	?	?	.	-3%	-20

Going on with the list:
SMILES	HT1080NT lethal	KB-V1 MDR tox	GLP-1R agonist	D3 ag	SW480 rerep	HT1080 IDH1KD tx	IL1B secr inh	KB-3-1 tox	D3 antag
O=C(C[C@@H]1C[C@@H]2c3cc(NS(=O)(=O)c4ccc(F)cc4)ccc3O[C@@H]2[C@@H](CO)O1)NC1CCCCC1	-10%	0%	-6%	-5	.	-3%	-11	5%	-17
Cc1cc(C(=O)CSc2nc3ccccc3[nH]2)c(C)n1Cc1ccco1	?	2.1µM*	-2%	13	1%	?	-18	?	40
O=C(CSc1nnc2c(n1)[nH]c1ccccc12)Nc1nncs1	2%	13%	12%	1	-31%	-12%	21	8%	-6
CSCc1ccc(C(=O)N2CCC(CCC(=O)N(C)Cc3ccccc3)CC2)o1	-6%	0%	8%	-2	3%	-5%	-24	-1%	-9
Cn1cccc1C(=O)NC(=O)COC(=O)c1ccc(S(C)(=O)=O)c([N+](=O)[O-])c1	?	?	-5%	-13	16µM*	?	-95*	?	-77*
Nc1cc(=O)[nH]n1C1CCCCC1	16%	3%	6%	1	1%	1%	2	-3%	-11
Cc1onc(-c2c(F)cccc2Cl)c1C(=O)OCn1nnc2ccccc2c1=O	-2%	0%	3%	2	-3%[9.22 µM]	-21%	52	-4%	9
C[C@@H]1CN([C@H](C)CO)C(=O)CCCn2nncc2CO[C@H]1CN(C)C	1%	-13%	7%	-4	.	4%	21	5%	-11
CN(C)S(=O)(=O)c1ccc(N2CCOCC2)c(C(=O)NCc2ccc3c(c2)OCO3)c1	7%	?	1%	-1	-10%	-1%	-9	1%	11
CC(C)c1ccc(C2NC(=O)c3ccccc3O2)cc1 (configuration not stated)	19%	22%	8%	21	-67%[inhibitor]	18%	-27	-2%	10
COC(=O)c1ccccc1NC(=O)CSc1nccc(C)n1	-2%	0%	10%	-21	16%	3%	-21	-11%	3
COc1ccc(NS(=O)(=O)c2cccc(C(=O)NCC(c3ccccc3OC)N3CCCC3)c2)cc1 (configuration not stated)	-3%	-11%	-1%	-15	-3%	-2%	-22	-4%	-3
Cc1nn2c(N3CCN(C(=O)c4ccco4)CC3)cc(C(C)(C)C)nc2c1-c1ccccc1	-5%	18µM*	1%	-6	-6%	-5%[9.24 µM]	-26	?	-20
O=C1NC[C@H](Cc2ccccc2)N(C[C@@H]2CCCN2C[C@H](Cc2ccc(O)cc2)N2C[C@H](Cc3ccccc3)N(CCc3ccccc3)C(=O)C2=O)C1=O	?	2%	0%	-8	.	?	-80*	?	-19
Cc1cccc(Nc2nc(N)c([N+](=O)[O-])c(N3CCN(C)CC3)n2)c1	-6%	?	31%	-32	6%	0%	?	0%	-64*
COc1cccc(C2SCC(=O)N2c2cccc(C)c2)c1OC (configuration not stated)	8%	?	11%	-2	5%	5%	6	19%	-12
CC1OC(=O)c2cc3ccccc3nc21 (configuration not stated)	9%	8%	6%	-4	.	-1%	4	0%	-8
CCCN(CCC)Cc1cc(=O)oc2cc(C)ccc12	24%	29%	16%	4	.	12%	4	0%	-20
S=C(NCCc1ccccc1)N1CCC2CC1c1cc(-c3ccc4c(c3)OCO4)ccc12 (configuration not stated)	?	3%	-1%	1	.	?	-9	-16%	47
COc1ccc(F)cc1C(=O)C1CCCN(Cc2cn(C)c3ccccc23)C1 (configuration not stated)	?	-8%	6%	-8	15µM*	?	-78*	-12%	-92*
CCN(CC)C1CCN(C(=O)c2ccc(OC3CCN(Cc4ccccn4)CC3)cc2)C1 (configuration not stated)	-7%	23%	-3%	-9	-1%	8%	-16	2%	-9
COCCN(C)Cc1cn(-c2ccc(F)cc2F)nc1-c1ccccc1C	-3%	?	1%	-14	-4%	-24%	-14	0%	?
COc1ccc(N2CCN(C(=O)c3ccc(C)cc3)CC2)c([N+](=O)[O-])c1	-5%	0%	2%	-11	-7%	-2%	-4	-2%	-6
COc1cc2c(cc1OC)C1=C(C#N)CC/C(=N\S(=O)(=O)c3ccccc3)N1CC2	-1%	?	18%	-2	-7%	-4%	-20	0%	7
CC(C)NC(=O)N(C)C[C@H]1Oc2c(NC(=O)Nc3ccc4c(c3)OCO4)cccc2C(=O)N([C@H](C)CO)C[C@@H]1C	-3%	2%	6%	9	?	-1%	-5	2%	25
CC(C)C[C@H](NC(=O)OC(C)(C)C)c1nnc(SCc2cccc(F)c2)o1	-8%	-16%	2%	-3	6%	-15%	-10	0%	-17
COc1ccc(CN(CC(=O)NC2CCCCC2)C(=O)CCCC(=O)Nc2ccccn2)cc1	4%	14%	7%	-2	-3%	2%	-3	1%	8
COC(=O)C(C)Sc1ccc2nnc(CCNS(=O)(=O)c3ccc(C)cc3)n2n1 (configuration not stated)	11%	5%&14%	5%	1&-10	-2%	9%	12	1%&10%	23
COC(=O)c1ccc(/C=N/Nc2nc3ccccc3[nH]2)cc1	?	-19%	18%	-15	-4%	?	-8	9%	-4
CCOc1ccc(NC(=O)C[n+]2ccc(N(C)C)cc2)cc1	4%	25%	-4%	1	-1%	?	12	10µM*	6
CCOc1ccc(C(C)NC(=O)c2ccccc2F)cc1 (configuration not stated)	7%	16µM*	0%	6	-97%[inhibitor]	0%	2	2%	8
Cc1cccc(NCc2ccccc2OCc2ccccc2F)c1	-4%	-8%	-1%	2	4%	-1%	-5	-1%	-22
Cc1noc(C)c1C(=O)N1CCC1(C)C(=O)NS(=O)(=O)c1cccc(OC(F)F)c1 (configuration not stated)	3%	3%	-2%	11	.	1%	1	0%	6
Cc1ccc(NC(=O)NC(=O)N(c2ccccc2)S(C)(=O)=O)cc1	14%	4%	-16%	-4	-3%	0%	-10	-1%	-16
CCN1CCN(c2ccc(S(=O)(=O)N3CCCCC3)cc2NC(=O)/C=C/c2ccc(Cl)cc2)CC1	-21%	?	-6%	-2	44%	?	-93*	?	-3
